Growth percent in the NCI-60 one-dose screen (48 h, 10 µM unless noted): 100 = growth as untreated, 0 = no growth, -100 = all killed.
CCRF-CEM – CCRF-CEM leukemia | actives 7% (n = 77,000) | AID 1794778
K-562 – K-562 leukemia; AID 1794777; actives 7.4% (n = 78,000)
SR – SR leukemia cells; actives 8.7% (n = 73,000)
MOLT-4 – MOLT-4 leukemia cells | actives 6.9% (n = 80,000) | AID 1794779
HOP-92 – HOP-92 NSCLC cells; actives 6.3% (n = 71,000)
MDA-MB-435 – MDA-MB-435 melanoma | actives 7.8% (n = 82,000)
RPMI-8226 – RPMI-8226 leukemia cells | actives 7.5% (n = 77,000)
HOP-62 – HOP-62 NSCLC. AID 1794735. actives 3.9% (n = 80,000)
Starred values were filed as active, the others as inactive. The calls were made as follows: active = growth percent below 10; inactive = the rest.

A first look, three compounds:
`Nc1nn2c(-c3cc4cc(Br)ccc4oc3=O)ccnc2c1N=Nc1ccccc1` gave CCRF-CEM 94.5, K-562 83.2, SR 1.7*, MOLT-4 87.1, HOP-92 -18.8*, MDA-MB-435 71.2, RPMI-8226 75.2 and HOP-62 1.3*.
CCCCCCCCc1ccc(O)c(Cl)c1 was read as CCRF-CEM 66.2, K-562 111.8, SR 95.9, MOLT-4 104.7, HOP-92 97.9, MDA-MB-435 100.1, RPMI-8226 88.9 and HOP-62 102.6.
Screening CC(C)OC(=O)Nc1ccc(-c2nc(-c3cccc(O)c3)c(-c3ccnc(Br)c3)[nH]2)cc1 returned CCRF-CEM 36.6, K-562 45.9, SR 56.6, MOLT-4 62.5, HOP-92 64.2 and HOP-62 58.0.

Results, from the first entry:
`Nc1nn2c(-c3cc4cc(Br)ccc4oc3=O)ccnc2c1N=Nc1ccccc1` gave CCRF-CEM 94.5, K-562 83.2, SR 1.7*, MOLT-4 87.1, HOP-92 -18.8*, MDA-MB-435 71.2, RPMI-8226 75.2 and HOP-62 1.3*.
CCCCCCCCc1ccc(O)c(Cl)c1 was read as CCRF-CEM 66.2, K-562 111.8, SR 95.9, MOLT-4 104.7, HOP-92 97.9, MDA-MB-435 100.1, RPMI-8226 88.9 and HOP-62 102.6.
Screening CC(C)OC(=O)Nc1ccc(-c2nc(-c3cccc(O)c3)c(-c3ccnc(Br)c3)[nH]2)cc1 returned CCRF-CEM 36.6, K-562 45.9, SR 56.6, MOLT-4 62.5, HOP-92 64.2 and HOP-62 58.0.
For O=C(O)c1ccc(Br)nc1 the results were CCRF-CEM 95.7, K-562 100.2, SR 95.9, MOLT-4 99.8, HOP-92 94.6, MDA-MB-435 103.2, RPMI-8226 98.7 and HOP-62 91.6.
`Fc1ccc2nc(Cl)c(Cn3nnc(Cc4ccccc4)n3)cc2c1` gave K-562 108.0, SR 90.7, MOLT-4 96.9 and MDA-MB-435 97.6.
`COc1ccc(C2C=C(C)N=C3SC(C)=CN32)cc1` (stereo not given) gave CCRF-CEM 108.9, K-562 117.2, SR 91.8, MOLT-4 108.6, HOP-92 92.9, MDA-MB-435 100.2, RPMI-8226 111.7 and HOP-62 107.5.
Screening COC(=O)[C@H](C)N(C)C(=O)[C@@H]1CSSC[C@@H](NC(=O)c2nc3ccccc3cc2O)C(=O)NCC(=O)N1C returned CCRF-CEM 51.6, K-562 71.5, SR 59.1, MOLT-4 39.9, HOP-92 102.9, MDA-MB-435 75.6, RPMI-8226 64.0 and HOP-62 72.3.
Screening O=C(O)C(CO)c1ccccc1 (stereo not given) returned CCRF-CEM 90.8, K-562 95.6, SR 100.1, MOLT-4 95.4, MDA-MB-435 112.1, RPMI-8226 98.5 and HOP-62 110.8.
`COc1cccc(-c2cc(-c3ccc(NS(C)(=O)=O)cc3)[nH]c(=O)c2C#N)c1` gave CCRF-CEM 100.5, K-562 98.9, SR 97.3, MOLT-4 101.3, HOP-92 88.0, MDA-MB-435 101.8, RPMI-8226 113.2 and HOP-62 94.5.
Screening O=C1[C@H]2Cc3c([nH]c4ccccc34)[C@@H](c3ccc(Br)cc3)N2C(=O)CN1C1CCN(Cc2ccccc2)CC1 returned CCRF-CEM 15.5, K-562 -28.2*, SR -10.6*, MOLT-4 12.7, HOP-92 28.9, MDA-MB-435 36.9, RPMI-8226 3.9* and HOP-62 54.0.
Cc1nnc2n1N=C(c1ccc(Cl)cc1)CS2 was read as CCRF-CEM 103.6, K-562 101.0, SR 92.0, MOLT-4 91.4, HOP-92 89.4, MDA-MB-435 101.6, RPMI-8226 98.9 and HOP-62 115.4.
For COc1cccc(-c2nn(-c3ccccc3)cc2-c2ccnc(NCCN)c2)c1 the results were CCRF-CEM 82.4, K-562 37.8, SR 58.9, MOLT-4 87.6, HOP-92 48.1, MDA-MB-435 85.6, RPMI-8226 77.7 and HOP-62 99.7.
For CCCCOc1nc2ccc(OC)cc2cc1C(c1cn(CCCC)c2ccc(F)cc12)c1cn(CCCC)c2ccc(F)cc12 the results were CCRF-CEM 101.5, K-562 100.6, SR 102.8, MOLT-4 103.4, HOP-92 105.7, MDA-MB-435 111.0 and HOP-62 122.1.
`CCCCCCn1c(-c2ccc(OC)c(OC3CCCC3)c2)nc(-c2ccccc2)c1-c1ccccc1` gave CCRF-CEM 43.6, K-562 41.7, MOLT-4 28.1, HOP-92 34.1, MDA-MB-435 79.7, RPMI-8226 35.5 and HOP-62 102.9.
`CC(=O)c1cn2ccc3ccccc3c2c1[Si](C)(C)C` gave CCRF-CEM 82.3, K-562 63.4, SR 68.8, MOLT-4 60.1, HOP-92 93.1, MDA-MB-435 103.1, RPMI-8226 65.1 and HOP-62 106.3.
Screening C=CCc1cc(-c2ccc(O)c(CC=C)c2)ccc1O returned CCRF-CEM 55.4, K-562 80.3, SR 59.5, MOLT-4 51.3, HOP-92 45.3, MDA-MB-435 97.3, RPMI-8226 64.0 and HOP-62 115.9.
For Nc1nc(N)nc(C2CC3C=CC2C3)n1 (stereo not given) the results were CCRF-CEM 101.4, K-562 97.0, SR 98.7, MOLT-4 96.3, HOP-92 106.5, MDA-MB-435 106.8, RPMI-8226 107.1 and HOP-62 98.3.
`Nc1nc2c(ncn2CCC(CO)CO)c(=O)[nH]1` gave CCRF-CEM 44.4, SR 112.3, MOLT-4 125.7, HOP-92 80.9, MDA-MB-435 100.4 and RPMI-8226 111.7.
Screening COc1ccc(-c2nc(SC(C)C)nc(NNC(N)=S)c2C#N)cc1 returned K-562 16.9, SR 24.4, MOLT-4 32.1, HOP-92 41.2, MDA-MB-435 -46.4*, RPMI-8226 32.7 and HOP-62 63.7.
O=C1C=CC(n2cc(F)c(=O)[nH]c2=O)O1 (stereo not given) was read as CCRF-CEM 50.4, K-562 52.1, SR 13.1, MOLT-4 54.4, HOP-92 112.1, MDA-MB-435 46.4, RPMI-8226 62.0 and HOP-62 79.5.
For OCC1OC(n2cnc3c(N4CCCC4)ncnc32)C(O)C1O (stereo not given) the results were CCRF-CEM 40.7, K-562 70.0, SR 78.5, MOLT-4 56.2, HOP-92 101.4, MDA-MB-435 102.2, RPMI-8226 107.2 and HOP-62 87.2.
For CCCCOc1ccccc1C(=O)OC the results were CCRF-CEM 104.8, K-562 103.2, SR 104.5, MOLT-4 104.1, HOP-92 84.0, MDA-MB-435 107.4, RPMI-8226 104.4 and HOP-62 103.5.
COc1cc(C2CC(c3ccc(Cl)cc3)=NN2)ccc1Oc1nc2c(c(=O)n(C)c(=O)n2C)n1C (stereo not given) was read as CCRF-CEM 78.6, K-562 98.1, SR 74.0, MOLT-4 71.1, MDA-MB-435 87.6, RPMI-8226 75.4 and HOP-62 92.9.
Screening O=C1c2cccc3c(-c4ccc(-c5nc6c7ccccc7c7ccccc7c6[nH]5)cc4)ccc(c23)C(=O)N1CCN1CCNCC1 returned CCRF-CEM 37.5, K-562 -10.2*, SR 6.0*, MOLT-4 53.4, HOP-92 86.2, MDA-MB-435 100.3 and HOP-62 62.1.
For NC(=S)N/N=C\c1nccc2c(C(F)(F)C(F)(F)C(F)(F)F)cccc12 the results were CCRF-CEM -8.1*, K-562 4.7*, SR -29.4*, MOLT-4 -30.9*, HOP-92 -2.3*, MDA-MB-435 23.4, RPMI-8226 -11.0* and HOP-62 -7.6*.
Screening O=C(CS(=O)(=O)c1ccc(Br)cc1)Nc1ccccc1C(=O)O returned K-562 96.3, SR 98.5, MOLT-4 106.0, HOP-92 99.1, MDA-MB-435 109.1, RPMI-8226 83.3 and HOP-62 98.7.
For Cc1ccc2nc(SCc3ccccc3F)n(-c3ccccc3)c(=O)c2c1 the results were CCRF-CEM 73.0, K-562 83.8, SR 109.2, MOLT-4 73.3, HOP-92 82.1, MDA-MB-435 111.0, RPMI-8226 93.4 and HOP-62 95.0.
`Cc1noc(N)c1C(=O)Nc1ccc(F)cc1` gave CCRF-CEM 98.8, K-562 97.7, SR 93.4, MOLT-4 101.6, HOP-92 97.2, MDA-MB-435 104.2 and HOP-62 116.3.
For CC(Cl)C(Cl)(Cl)C(O)NC(=O)CCl (stereo not given) the results were CCRF-CEM 94.1, K-562 104.6, SR 99.2, MOLT-4 100.7, HOP-92 94.7, MDA-MB-435 98.4, RPMI-8226 95.9 and HOP-62 105.2.
Nc1nc(-c2ccccc2)nc2[nH]nc(NCc3ccccn3)c12 was read as CCRF-CEM 109.1, K-562 92.1, SR 79.0, MOLT-4 102.3, HOP-92 102.9, MDA-MB-435 97.5 and HOP-62 96.7.
Screening CC1(C)[C@@H](O)/C(=C\c2cccnc2)C[C@]2(C)[C@H]3CC=C4[C@@H]5C[C@](C)(C(=O)O)CC[C@]5(C)CC[C@@]4(C)[C@]3(C)CC[C@@H]12 returned CCRF-CEM 104.0, K-562 108.4, SR 110.5, MOLT-4 103.0, HOP-92 107.9, MDA-MB-435 108.1, RPMI-8226 104.2 and HOP-62 102.7.
Screening COc1ccc(/C(CSc2nc3[nH]c(=O)n(C)c(=O)c3[nH]2)=N\O)cc1 returned CCRF-CEM 115.9, SR 131.9, MOLT-4 122.3, HOP-92 110.7, MDA-MB-435 105.7 and RPMI-8226 124.5.
For CC(C(O)C(F)(F)F)[N+](C)(C)C (stereo not given) the results were CCRF-CEM 96.1, K-562 110.0, SR 96.7, MOLT-4 98.7, HOP-92 96.2, MDA-MB-435 104.2, RPMI-8226 97.7 and HOP-62 90.2.
Screening FC(F)(F)c1ccc2c(c1)C(c1cncnc1)=C1CCCN3Cc4ccccc4C123 (stereo not given) returned CCRF-CEM 103.6, K-562 100.9, SR 96.9, MOLT-4 104.8, HOP-92 89.6, MDA-MB-435 93.4, RPMI-8226 100.6 and HOP-62 90.0.
Screening N/C(=N\c1nc2ccccc2s1)NC(=O)Nc1ccccc1Cl returned CCRF-CEM 12.9, K-562 6.5*, SR 9.9*, MOLT-4 13.9, HOP-92 139.2, MDA-MB-435 -31.8*, RPMI-8226 10.1 and HOP-62 28.6.
`CC(C)(C)n1cc(-c2ccnc(NCCNS(=O)(=O)c3ccc(C(F)(F)F)cc3)c2)c(-c2cccc(O)c2)n1` gave CCRF-CEM 46.1, K-562 7.4*, SR 8.0*, MOLT-4 28.9, HOP-92 35.4, MDA-MB-435 63.3, RPMI-8226 4.9* and HOP-62 71.5.
For CCc1onc(-c2ccc(OC)cc2)c1-c1ccccc1OCCN(CC)CC the results were CCRF-CEM 75.6, K-562 70.7, SR 66.5, MOLT-4 87.2, MDA-MB-435 90.5, RPMI-8226 91.3 and HOP-62 90.4.
`CC(C)N(CCOC(=O)c1cc(I)c(-c2ccccc2)cc1O)C(C)C` gave CCRF-CEM 91.5, K-562 83.5, SR 81.6, MOLT-4 91.8, HOP-92 45.8, MDA-MB-435 105.0, RPMI-8226 96.8 and HOP-62 97.1.
Cc1cc2nc(CC(=O)c3ccncc3)c(=O)[nH]c2cc1C was read as CCRF-CEM 93.6, K-562 91.1, MOLT-4 103.9, HOP-92 92.8, MDA-MB-435 107.2, RPMI-8226 103.5 and HOP-62 95.0.
Screening CC(C)(C)CC(C)(C)Nc1c(-c2ccncc2)nc2cnccn12 returned CCRF-CEM 91.6, K-562 98.4, MOLT-4 94.1, HOP-92 87.1, MDA-MB-435 99.2 and HOP-62 104.5.
CCCCCN1CCSC(C(=O)Nc2ccccc2)C1 (stereo not given) was read as CCRF-CEM 98.0, SR 98.0, MOLT-4 94.8, HOP-92 101.2, MDA-MB-435 103.2, RPMI-8226 105.8 and HOP-62 99.4.
`N#CSCc1cc(=O)c(O)co1` gave CCRF-CEM 70.9, K-562 90.4, SR 83.1, MOLT-4 73.9, HOP-92 82.2, MDA-MB-435 109.8, RPMI-8226 86.6 and HOP-62 74.6.
For O=C(CC(O)c1ccccc1)Nc1ccccn1 (stereo not given) the results were CCRF-CEM 88.9, K-562 84.1, SR 86.9, MOLT-4 79.0, HOP-92 77.0, MDA-MB-435 97.9, RPMI-8226 93.8 and HOP-62 103.2.
For Cc1cc(NCC(=O)Nc2ccc(-c3nc4ccccc4s3)cc2)no1 the results were CCRF-CEM 53.7, K-562 83.0, SR 69.9, MOLT-4 46.7, HOP-92 100.3, MDA-MB-435 104.2, RPMI-8226 98.4 and HOP-62 110.9.
CCOC(=O)C(CC([N+](=O)[O-])[N+](=O)[O-])C(=O)OCC was read as CCRF-CEM 99.2, K-562 104.8, SR 104.0, MOLT-4 99.2, HOP-92 114.5, MDA-MB-435 105.5, RPMI-8226 104.5 and HOP-62 86.9.
For O=[N+]([O-])c1ccc(CCc2ccc([N+](=O)[O-])cc2)cc1 the results were CCRF-CEM 106.1, K-562 115.6, SR 103.8, MOLT-4 110.9, HOP-92 94.7, MDA-MB-435 96.8 and RPMI-8226 104.5.

Sorted by SMILES length (falling): part of the list above
CCOC(=O)C(CC([N+](=O)[O-])[N+](=O)[O-])C(=O)OCC was read as CCRF-CEM 99.2, K-562 104.8, SR 104.0, MOLT-4 99.2, HOP-92 114.5, MDA-MB-435 105.5, RPMI-8226 104.5 and HOP-62 86.9.
`CC(C)N(CCOC(=O)c1cc(I)c(-c2ccccc2)cc1O)C(C)C` gave CCRF-CEM 91.5, K-562 83.5, SR 81.6, MOLT-4 91.8, HOP-92 45.8, MDA-MB-435 105.0, RPMI-8226 96.8 and HOP-62 97.1.
For Cc1cc(NCC(=O)Nc2ccc(-c3nc4ccccc4s3)cc2)no1 the results were CCRF-CEM 53.7, K-562 83.0, SR 69.9, MOLT-4 46.7, HOP-92 100.3, MDA-MB-435 104.2, RPMI-8226 98.4 and HOP-62 110.9.
Screening CC(C)(C)CC(C)(C)Nc1c(-c2ccncc2)nc2cnccn12 returned CCRF-CEM 91.6, K-562 98.4, MOLT-4 94.1, HOP-92 87.1, MDA-MB-435 99.2 and HOP-62 104.5.
CCCCCN1CCSC(C(=O)Nc2ccccc2)C1 (stereo not given) was read as CCRF-CEM 98.0, SR 98.0, MOLT-4 94.8, HOP-92 101.2, MDA-MB-435 103.2, RPMI-8226 105.8 and HOP-62 99.4.

Screening results from PubChem.
